Avidin bead fluor – avidin bead compound fluorescence profile | Avidin beads, compound fluorescence 488/530 nm, flow cytometry; active compounds read high | fluorescence (KMESF) at 10 µM | hit rate 0.38% among 220,000 | AID 1775; in the data active = fluorescence above about 47; note: inactives centre near 10
Mcl1 Noxa PPI – disrupts binding of human Mcl-1 to Noxa peptide. inhibition, % at 21.7 µM. Q07820. hit rate 1.5% among 220,000. TR-FRET Mcl-1/Noxa peptide binding, 2 h;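 active = compounds that cut the protein-peptide binding signal by more than 50% relative to plate controls in a single-dose test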;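 note: His-tagged Mcl-1 with rhodamine Noxa BH3 peptide and terbium anti-His antibody; 0% = Mcl-1 plus Noxa peptide wells and 100% = peptide-only wells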
Target sequence (Q07820 whole entry, looked up): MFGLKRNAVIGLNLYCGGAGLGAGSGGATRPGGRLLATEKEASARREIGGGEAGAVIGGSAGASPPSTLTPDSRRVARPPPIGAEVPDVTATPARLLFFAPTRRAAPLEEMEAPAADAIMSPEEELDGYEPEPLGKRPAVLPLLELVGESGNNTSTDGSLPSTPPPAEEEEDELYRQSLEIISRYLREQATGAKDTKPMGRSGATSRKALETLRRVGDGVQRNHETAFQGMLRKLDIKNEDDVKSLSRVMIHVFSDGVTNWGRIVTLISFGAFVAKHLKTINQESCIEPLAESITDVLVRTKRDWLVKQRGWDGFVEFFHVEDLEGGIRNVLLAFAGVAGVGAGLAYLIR
Mcl1-Bid inh – disrupts binding of human Mcl-1 to Bid peptide | TR-FRET Mcl-1/Bid-Dy647 peptide binding, 1536-well | AID 1021 | inhibition, % at 21.7 µM | hit rate 0.97% among 220,000;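 active = compounds that cut the binding signal by more than half at the single screening dose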;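 note: His-tagged Mcl-1 with europium anti-His antibody binding Bid BH3 peptide; 0% = Mcl-1 plus peptide wells and 100% = peptide-only wells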
Rac1 wt modul – alters GTP binding to wildtype human Rac1. GTP binding activity (% of control), % at 10 µM. AID 757. hit rate 0.27% among 190,000. P63000. GST-Rac1 beads, fluorescent GTP binding, flow cytometry; actives lie on both sides; 0 = cold GTP competed, 100 = untreated;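 active = GTP binding activity at least 20 points away from the 100% control level, either lower or higher; inconclusive = compound flagged as likely green fluorescent, judged across all proteins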
Rac1 act GTP bind – alters GTP binding to activated mutant human Rac1; percent activity (GTP binding), % at 10 µM; hit rate 0.11% among 190,000; GST-Rac1 activated beads, fluorescent GTP binding, flow cytometry; actives lie on both sides; 100% means binding = to untreated wells; AID 764; P63000;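 active = GTP binding at least 20 percentage points away from the 100% baseline, in either direction, so actives lie on both sides; inconclusive = Compound likely fluorescent itself, or too few beads counted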
Rab7 wt GTP bind – dog Rab7 wildtype GTP binding, inhibitors and activators. GST-Rab7 beads, fluorescent GTP binding, flow cytometry; actives lie on both sides; untreated = 100%, excess cold GTP = 0%. GTP binding activity (percent of control), % at 10 µM. hit rate 0.055% among 190,000. AID 758;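 active = fluorescent GTP binding to Rab7 beads changed by at least 20 points from the 100% baseline, either direction, mostly lower; inconclusive = compound itself probably fluorescent, or too few beads counted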;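 note: median green fluorescence of bound Bodipy-FL-GTP per Rab7 bead population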
Rab2A wt mod – changes GTP binding to wildtype dog Rab2A, up or down. P61105. GST-Rab2 wt beads, Bodipy-GTP binding, flow cytometry. GTP binding activity, % at 10 µM. hit rate 0.19% among 190,000. AID 760;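 active = GTP binding activity at least 20 points away from 100%, either lowered or raised; inconclusive = signal likely due to the compound's own green fluorescence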;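 note: 0% = beads with excess unlabeled GTP and 100% = no-compound control corrected for plate trend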
GSH bead fluor – compound fluoresces at 488/530 nm on GSH beads; GSH beads flow cytometry, compound fluorescence 488/530 nm; active compounds read high; fluorescence (KMESF) at 10 µM; hit rate 0.25% among 190,000; AID 1776; in the data active = fluorescence above about 89;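 note: glutathione beads carrying GST-tagged Bcl family fusion proteins plus one bare bead set; values are compound well signal with DMSO vehicle wells as background; inactives centre near 16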
Cdc42 wt GTP – modulators (inhibitors or activators) of GTP binding to human Cdc42 wildtype; P60953; GST-Cdc42 beads, Bodipy-GTP binding, flow cytometry; actives lie on both sides; percent activity (GTP binding), % at 10 µM; hit rate 0.2% among 190,000;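 active = percent activity GTP binding at least 20 points away from the 100% baseline, either down as inhibitor or up as activator; inconclusive = compound flagged as likely green fluorescent from well-wide comparison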;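 note: median bead fluorescence of bound Bodipy-FL-GTP at 100 nM; 0% = excess unlabeled GTP control and 100% = no compound control; below 100% means less GTP binding so inhibitor and above means activator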
Target sequence (P60953 whole entry, looked up): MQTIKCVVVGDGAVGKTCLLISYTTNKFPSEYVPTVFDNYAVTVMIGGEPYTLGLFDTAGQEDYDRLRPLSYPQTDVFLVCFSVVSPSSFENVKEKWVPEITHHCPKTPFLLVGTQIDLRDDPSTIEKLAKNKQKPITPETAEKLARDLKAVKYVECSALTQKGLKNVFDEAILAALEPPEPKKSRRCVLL
HRas wt GTP – human HRas wildtype GTP binding, change in either direction; AID 759; GTP binding activity, % at 10 µM; GST-Ras wt beads, Bodipy-FL-GTP binding, flow cytometry; actives lie on both sides; P01112; hit rate 0.14% among 190,000;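 active = GTP binding activity at least 20% away from the 100% baseline, either lowered as inhibitor or raised as activator; inconclusive = flagged as likely green fluorescent, judged across all proteins in the well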;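 note: 0% = unlabeled GTP competition control and 100% = no-compound control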
Target sequence (P01112 whole entry, looked up): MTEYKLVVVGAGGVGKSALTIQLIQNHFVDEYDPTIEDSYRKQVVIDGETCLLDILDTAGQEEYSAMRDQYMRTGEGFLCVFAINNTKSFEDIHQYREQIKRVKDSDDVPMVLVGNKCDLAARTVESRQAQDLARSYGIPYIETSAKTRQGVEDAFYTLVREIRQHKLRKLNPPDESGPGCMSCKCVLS
Pf gametocyte – inhibitors of late stage P. falciparum gametocyte viability. P. falciparum stage V gametocytes, ATP luminescence, 24 h. inhibition, % at 10.9 µM. hit rate 0.065% among 150,000. AID 743093;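 active = inhibition above the mean plus 3 SD of compounds within the control limits, set per campaign, cut at about 38% in these data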;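 note: 0% = DMSO wells and 100% = medium only without gametocytes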
* = called active by the depositor; ? = inconclusive; . = no result given.

Order of results – Avidin bead fluor, Mcl1 Noxa PPI, Mcl1-Bid inh, Rac1 wt modul, Rac1 act GTP bind, Rab7 wt GTP bind, Rab2A wt mod, GSH bead fluor, Cdc42 wt GTP, HRas wt GTP, Pf gametocyte
> CC1(C)CC(=NOC(=O)c2ccccc2)CC(C)(C)N1O
    14, 50, 22, 98, 100, 96, 99, 9, 97, 99, 3
> COc1cccc(N2CC(C(=O)Nc3nnc(SCC(=O)Nc4cc(C)on4)s3)CC2=O)c1 (stereo not given)
    6, -24, 40, 98, 97, 100, 98, 20, 95, 95, -10
> CC1(C)Cc2ccccc2C(N/N=C/c2ccc([N+](=O)[O-])cc2)=N1
    7, 11, -187, 102, 97, 93, 96, 18, 99, 97, 24
> O=C(OCC(=O)N1CCN(c2ccccc2)CC1)c1ccc2ccccc2n1
    23, 25, -31, 97, 96, 100, 96, 19, 97, 99, -18
> Cc1ccc2c(c1)c1ncnc(N3CCC4(CC3)OCCO4)c1n2C
    13, 11, 9, 101, 99, 97, 102, 30, 101, 103, -11
> CC(=O)Nc1ccc(N2C(=O)C3C4CC(=O)C(c5ccccc54)C3C2=O)cc1 (stereo not given)
    3, 7, -11, 96, 96, 95, 96, 43, 97, 97, .
> Cc1cc(C(=O)CSc2nncn2C)c(C)n1-c1ccccc1
    10, 16, -24, 92, 92, 96, 95, 23, 90, 91, .
> CCOc1ccccc1N(CC(=O)NC1CCCCC1)S(C)(=O)=O
    22, 0, -9, ?, ?, ?, ?, 19, ?, ?, .
> Cc1cccc(-c2cc3nc4c(c(N5CCCC(O)C5)n3n2)CCC4)c1 (stereo not given)
    12, 8, -57, 108, 101, 105, 104, 32, 105, 104, .
> COCCN(C(=O)CCCC(=O)Nc1ccccn1)C(C(=O)NC1CCCCC1)c1ccc(C)cc1 (stereo not given)
    23, -8, 0, 107, 101, 101, 100, 4, 104, 101, .
> C/C(=N\Nc1nc(N2CCCCC2)nc(N2CCOCC2)n1)c1ccccc1O
    10, 1, -24, 96, 94, 100, 99, 11, 96, 98, 7
> O=C1C2C3C=CC(C3=C(c3ccccc3)c3ccccc3)C2C(=O)N1CCO (stereo not given)
    9, 14, -2, 94, 93, 93, 96, 39, 95, 94, 7
> COC(=O)c1ccccc1NC(=O)CSc1nc(O)cc(=O)n1C1CCCC1
    54*, 2, -31, 102, 98, 102, 100, 22, 100, 100, .
> COc1ccc(-c2[nH]ncc2CNC(C)CCn2cccn2)cc1F (stereo not given)
    9, -2, -1, 100, 97, 95, 97, 10, 100, 96, 1
> CCS(=O)(=O)n1nc(-c2cccnc2)nc1NCc1ccc(F)cc1
    11, 10, -13, 98, 98, 96, 96, 10, 97, 97, 4
> Cc1cc(CNC(=O)CC2C(=O)NCCN2CC(C)(C)C)nn1C (stereo not given)
    7, -3, -42, 94, 93, 96, 95, 16, 95, 94, -26
> Cc1ccc(NC(=O)c2c([N+](=O)[O-])c(C(C)(C)C)nn2C)c(C)c1
    13, 12, -15, 107, 101, 105, 100, 12, 105, 100, 20
> O=[N+]([O-])c1ccc(-c2ccc(/C=N/c3c(-c4ccco4)nc4ccccn34)o2)c(Cl)c1
    6, 62*, 57*, 99, 100, 100, 99, 16, 97, 99, .
> O=C(Cc1ccccc1)Nc1nc(-c2cccs2)cs1
    18, 14, -51, 96, 97, 97, 96, 3, 97, 99, .
> CCN=C1SC(C(=O)NCCc2ccccc2)CC(=O)N1CC (stereo not given)
    34, -10, -19, 109, 102, 104, 102, 21, 104, 104, .

Some of these compounds in order of molar mass, high to low:
Order of results – Avidin bead fluor, Mcl1 Noxa PPI, Mcl1-Bid inh, Rac1 wt modul, Rac1 act GTP bind, Rab7 wt GTP bind, Rab2A wt mod, GSH bead fluor, Cdc42 wt GTP, HRas wt GTP, Pf gametocyte
> COC(=O)c1ccccc1NC(=O)CSc1nc(O)cc(=O)n1C1CCCC1
    54*, 2, -31, 102, 98, 102, 100, 22, 100, 100, .
> CC(=O)Nc1ccc(N2C(=O)C3C4CC(=O)C(c5ccccc54)C3C2=O)cc1 (stereo not given)
    3, 7, -11, 96, 96, 95, 96, 43, 97, 97, .
> Cc1cc(CNC(=O)CC2C(=O)NCCN2CC(C)(C)C)nn1C (stereo not given)
    7, -3, -42, 94, 93, 96, 95, 16, 95, 94, -26
> Cc1cc(C(=O)CSc2nncn2C)c(C)n1-c1ccccc1
    10, 16, -24, 92, 92, 96, 95, 23, 90, 91, .
> CC1(C)Cc2ccccc2C(N/N=C/c2ccc([N+](=O)[O-])cc2)=N1
    7, 11, -187, 102, 97, 93, 96, 18, 99, 97, 24

Continuation:
Order of results – Avidin bead fluor, Mcl1 Noxa PPI, Mcl1-Bid inh, Rac1 wt modul, Rac1 act GTP bind, Rab7 wt GTP bind, Rab2A wt mod, GSH bead fluor, Cdc42 wt GTP, HRas wt GTP, Pf gametocyte
> Cc1nnc2sc(SCc3ccccc3)nn2c1=O
    9, 21, -55, 101, 100, 97, 98, 16, 102, 100, .
> CCNC(=S)N1CCN(C(=O)C(Cc2ccccc2)NC(C)=O)CC1 (stereo not given)
    10, -1, -13, 104, 98, 102, 102, 20, 96, 105, -4
> Cc1ccc(C(=O)CSc2nnc(Cn3nnc4ccccc43)n2C)cc1
    14, 11, 7, 95, 95, 96, 98, 31, 98, 98, -3
> CCn1cc(NC(=O)Nc2ccc(OC)c(OC)c2)c(C(N)=O)n1
    8, 3, -18, 102, 98, 99, 98, 34, 98, 100, 8
> CCCCN(C)CCn1c(=S)[nH]c2ncccc2c1=O
    7, 29, -55, 104, 102, 98, 99, 4, 106, 101, 1
> Cc1[nH]nc2ncc(C(=O)c3cc(Cl)cc(Cl)c3O)cc12
    5, 5, -64, 104, 101, 101, 100, 11, 102, 101, .
> CCOC(=O)Cn1nc(C)n(-c2ccc(C(C)(C)C)cc2)c1=O
    15, -1, 1, 104, 99, 104, 102, 15, 103, 102, -19
> CCOc1ccccc1N(CC)C(=O)Cn1ncc2c(=O)oc3ccccc3c21
    22, -15, -12, 107, 99, 102, 103, 15, 107, 102, .
> O=C(N/N=C/c1ccc(N2CCOCC2)o1)c1cccc([N+](=O)[O-])c1
    2, 41, -20, 98, 100, 101, 99, 10, 97, 100, 1
> CCSc1nc2sc3c(c2c(=O)[nH]1)CC(C)(CC)OC3 (stereo not given)
    35, 12, -8, 95, 96, 94, 95, 16, 98, 97, 12
> COC(=O)c1cc(Br)ccc1-c1ccc(/C=N/n2nnnc2N)o1
    8, 16, -35, 102, 100, 101, 100, 17, 101, 102, .
> N#Cc1c(Nc2ccccc2)sc(C(=O)c2ccccc2)c1N
    13, 10, -43, 91, 93, 95, 96, 12, 92, 95, .
> Cc1cc2occ(CC(=O)NC3=NCCS3)c2cc1C(C)C
    9, 17, -9, 102, 99, 102, 101, 18, 98, 100, -6
> CCC(C(=O)NC(C)(C)C)N(C(=O)Cn1nnc(-c2ccccc2F)n1)c1cccc2c1CCCC2 (stereo not given)
    6, -6, -8, 101, 99, 96, 101, 20, 99, 100, -1
> O=Cc1c(OCc2ccccc2)ccc2ccccc12
    10, 1, -15, 99, 91, 108, 97, 18, 98, 97, 5
> COc1ccc2cc3[n+](cc2c1OC)CCc1cc2c(cc1-3)OCO2
    9, -4, -4, 103, 98, 100, 102, 15, 100, 102, 11
> Cn1c(Oc2ccc(F)cc2)c(C=O)c2ccccc21
    9, 17, -29, 97, 95, 101, 96, 14, 95, 97, -2
> O=C(Nc1ccc(S(=O)(=O)N2CCCCC2c2cccnc2)cc1)c1c(F)cccc1F (stereo not given)
    14, 19, -24, 101, 98, 96, 96, 77, 97, 97, .
> Cc1cc(NC(=O)CN2CCN(c3ccc(O)cc3)CC2)no1
    9, 21, -83, 100, 98, 97, 107, 15, 105, 105, .
> CCCCN(C)C(=S)Nc1ccc(Oc2ccccc2)cc1
    17, -9, -36, 104, 100, 103, 103, 14, 97, 100, -1
> O=C(Nc1ccc(Cl)cc1)Nc1nnc(CSCc2ccccc2)s1
    12, 2, -8, 106, 102, 99, 99, 9, 106, 101, 4
> CCOc1cc(-c2noc(N)c2C#N)cc(OCC)c1OCC
    8, 2, -16, 94, 95, 97, 94, 57, 94, 95, .
> O=C(NCc1ccco1)c1cc2nc(C3CC3)cc(C(F)(F)F)n2n1
    12, 2, -36, 96, 98, 101, 98, 27, 99, 99, 4
> Cc1sc(-c2ccccn2)nc1OC(=O)c1cccc(Cl)c1Cl
    6, 15, 19, 101, 98, 100, 100, 42, 98, 98, .
> Cc1ccc(NC(=O)CN2CCN(CCN=CC3=C(O)CC(c4ccc(C)cc4)CC3=O)CC2)cc1 (stereo not given)
    11, 13, -26, 99, 94, 95, 96, 23, 98, 96, -17
> COc1ccc(OC)c(C2=NOC(C(=O)NCc3cccs3)C2)c1 (stereo not given)
    15, 46, 1, 101, 97, 101, 98, 11, 101, 95, -14
> COc1ccccc1C(=O)n1nc(-c2cccnc2)nc1NCc1ccccc1
    9, 6, -29, 99, 93, 102, 98, 21, 94, 98, 10
> CC(C)NC(=O)c1sc2nc3c(c(-c4cccs4)c2c1N)CN(C)CC3
    16, 8, -22, 95, 95, 94, 95, 13, 97, 98, .
> Cc1cc(C(F)(F)F)nn1CC(=O)NCc1ccccc1
    30, 4, -1, 94, 96, 95, 95, 53, 94, 94, .
> CCN1C(=O)N(CC)C2C1N(C(C)=O)C(=O)N2C(C)=O (stereo not given)
    25, -14, 6, 101, 99, 99, 100, 14, 103, 100, .
> COc1cc(OC)cc(C(=O)Nc2nnc(-c3cccnc3)o2)c1
    10, 10, -1, 99, 95, 100, 95, 14, 95, 95, 14
> COc1ccccc1C(=O)Nc1sc2c(c1C(=O)NCc1ccco1)CCCC2
    19, 4, -39, 105, 97, 109, 104, 13, 106, 105, .
> Cc1sc2nc(COC(=O)C(NC(=O)c3ccc(Cl)cc3Cl)C(C)C)[nH]c(=O)c2c1C (stereo not given)
    13, 7, -31, 98, 97, 100, 96, 10, 98, 99, -8
> NNC(=O)COc1ccc(F)cc1
    22, 30, -12, 103, 99, 98, 98, 15, 103, 98, .
> Cc1ccc(CSc2nnc(-c3ccncc3)o2)c(C)c1
    8, 2, -21, 100, 97, 105, 102, 14, 94, 101, -11
> O=CNC(Cc1ccccc1)C(=O)O (stereo not given)
    17, 3, -9, 105, 101, 103, 103, 10, 104, 105, .
> CC(=O)NN1C(=O)c2ccccc2NC1c1ccccn1 (stereo not given)
    7, -1, -11, 97, 99, 98, 100, 14, 97, 99, 27
> COc1ccc2c(CC(=O)Nc3cccc(S(=O)(=O)N4CCOCC4)c3)coc2c1
    25, 8, -15, 103, 100, 96, 97, 11, 101, 98, 4
